Screening data from PubChem.
HKDC1 inh – HKDC1 (human) hexokinase inhibition; recombinant HKDC1, G6PDH/diaphorase resazurin coupled fluorescence; hit rate 0.16% among 340,000; Q2TB90; inhibition, % at 20 µM; AID 493160;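 active = inhibition above about 35% when tested at 20 µM, limit read from the data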;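 note: plate controls were DMSO wells with enzyme for no effect and DMSO wells lacking enzyme for full effect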
Target sequence (Q2TB90 whole entry, looked up): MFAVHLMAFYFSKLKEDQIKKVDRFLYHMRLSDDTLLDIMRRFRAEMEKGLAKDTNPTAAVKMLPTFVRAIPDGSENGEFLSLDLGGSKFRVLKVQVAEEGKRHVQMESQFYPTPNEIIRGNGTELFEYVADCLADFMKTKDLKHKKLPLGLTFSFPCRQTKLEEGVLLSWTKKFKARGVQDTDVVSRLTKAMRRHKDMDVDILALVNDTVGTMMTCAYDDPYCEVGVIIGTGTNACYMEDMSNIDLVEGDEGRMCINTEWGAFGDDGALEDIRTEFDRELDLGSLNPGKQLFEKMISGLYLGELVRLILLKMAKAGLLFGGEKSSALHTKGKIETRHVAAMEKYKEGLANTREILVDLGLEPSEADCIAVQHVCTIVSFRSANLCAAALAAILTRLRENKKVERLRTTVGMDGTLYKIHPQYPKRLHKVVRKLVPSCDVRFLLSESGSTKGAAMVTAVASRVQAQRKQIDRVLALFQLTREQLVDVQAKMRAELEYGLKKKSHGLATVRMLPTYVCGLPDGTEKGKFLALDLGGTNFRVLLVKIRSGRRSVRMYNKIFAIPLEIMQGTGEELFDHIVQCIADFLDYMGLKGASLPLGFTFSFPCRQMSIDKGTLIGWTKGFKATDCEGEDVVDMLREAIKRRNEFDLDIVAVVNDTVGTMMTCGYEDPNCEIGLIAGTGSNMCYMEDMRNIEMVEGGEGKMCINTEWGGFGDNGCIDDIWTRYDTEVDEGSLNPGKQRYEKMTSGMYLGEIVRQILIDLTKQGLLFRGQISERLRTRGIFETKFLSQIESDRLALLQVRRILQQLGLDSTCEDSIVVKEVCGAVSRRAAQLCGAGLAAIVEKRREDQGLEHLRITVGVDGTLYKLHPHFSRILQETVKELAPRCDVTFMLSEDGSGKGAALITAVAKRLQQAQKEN
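Incubation: 90 min at room temperature in dark / Material: recombinant HKDC1 (HK5) hexokinase enzyme, produced in-house / Quantity: enzyme 5 µg/mL final / Compound: one dose of 20 µM, 1% DMSO / Reagent: glucose and ATP substrates / Buffer or medium: Tris pH 8.0 buffer with MgCl2, Tween-20, BSA, BME / Technique: resorufin fluorescence at 613 nm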
SENP8 block-1 – SENP8 protease inhibition. inhibition, % at 10 µM. Q96LD8. purified SENP8, Z-RLRGG-aminoluciferin cleavage, luminescence. hit rate 1.2% among 330,000. AID 2540; in the data active = inhibition above about 50%
SENP7 block – blocks the human protease SENP7; inhibition, % at 5 µM; recombinant SENP7, Z-RLRGG-aminoluciferin luminescence, 40 min; AID 434973; hit rate 1.5% among 330,000; Q9BQF6;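 active = inhibition above about 50% at the single test dose, limit read from the data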;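 note: plate controls were DMSO with enzyme for no effect and no enzyme buffer wells for full effect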
PfG6PD inh – PfG6PD (Plasmodium falciparum) enzyme inhibition | PfGluPho enzyme, NADPH resazurin-diaphorase fluorescence | inhibition, % at 20 µM | hit rate 0.78% among 350,000;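 active = inhibition reaching at least a set limit at 20 µM in the primary screen, cut at about 59% in these data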;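 note: 0% = DMSO wells with substrate and 100% = DMSO wells lacking glucose-6-phosphate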
SENP1 inh – inhibitors of human SENP1 SUMO protease catalytic domain | Q9P0U3 | hit rate 0.21% among 360,000 | AID 624204 | recombinant SENP1 catalytic domain, CyPet-SUMO1-YPet FRET cleavage | inhibition, % at 10 µM;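 active = inhibition at least 30% at 10 µM, raw YFP signal under a set limit, fluorescence ratio 0.5 to 1.5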;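 note: 0% = enzyme with DMSO and 100% = no enzyme wells; some results filed as inactive read as strong as hits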
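Assay system: hSENP1 catalytic domain, recombinant. Amount: SENP1 enzyme, 20 pM final. Schedule: 50 min reaction, RT, dark. Technique: FRET, CFP and YFP emission. Control set: no-enzyme wells low, DMSO-plus-enzyme wells high control.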
beta cell repl – induces beta-cell replication in MIN6 cells; hit rate 0.29% among 330,000; proliferation, % at 10 µM; MIN6 cells proliferation, ATPlite luminescence, 48 h; cells starved in 0.2% serum; 100% = growth in 10% serum;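 active = compounds whose signal lies at least 3.5 SD above the mean of all wells on their plate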;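 note: 0% = DMSO-treated cells in low-serum medium and 100% = 10% serum control; some compounds called inactive have numbers as strong as hits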
SENP8 block-2 – blocks human SENP8 cleavage of Nedd8 substrate | Q96LD8 | recombinant SENP8, Nedd8 substrate fluorescence | inhibition, % at 20 µM | hit rate 0.64% among 360,000 | AID 602440; in the data active = inhibition mostly above about 40%, no sharp cut-off; inactive = mostly below about 27%
UBC13 inh – inhibitors of human UBC13 polyubiquitin chain formation. P61088. TR-FRET. inhibition, % at 20 µM. hit rate 0.47% among 330,000. AID 485273; in the data active = inhibition above about 45%, passing the limit was not always enough
SENP6 block – blocks the human protease SENP6; Q9GZR1; Recombinant SENP6 catalytic domain, aminoluciferin luminescence; inhibition, % at 10 µM; hit rate 1.8% among 330,000;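 active = inhibition above about 50% at the single tested dose, limit read from the data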;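 note: plate controls were DMSO wells with enzyme for no effect and DMSO wells lacking enzyme for full effect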
* = called active by the depositor; / = no result given; & = joins results of further samples.

SMILES	HKDC1 inh	SENP8 block-1	SENP7 block	PfG6PD inh	SENP1 inh	beta cell repl	SENP8 block-2	UBC13 inh	SENP6 block
O=C(CP(=O)(c1ccccc1)c1ccccc1)Nn1cnnc1	-1	1	-4	-9	0	-1	16	3	-11
COc1ccnc(N2CCN(c3cccc(C(F)(F)F)c3)CC2)c1C#N	-8	-3	5	-13	2	-3	-4	3	-16
CCN(CC)c1ccc(S(=O)(=O)N2CCOCC2)cc1NC(=O)CN1CCN(Cc2ccccc2)CC1	2	-1	-1	23	-7	-3	16	1	-10
CCOc1ccc(N(C(C)C(=O)NN=C2CCCCCCC2)S(C)(=O)=O)cc1 (stereo not drawn)	10	-8	3	-21	0	-2	8	-12	-7
COCCn1c(SCC(=O)NNC(=O)c2ccccc2)nc2ccccc2c1=O	-8	6	2	-8	1	-5	5	9	-3
CC(CCc1ccccc1)NC(=O)CNC(=O)N1CC(=O)Nc2ccccc21 (stereo not drawn)	1	-13	-10	-4	0	-5	2	1	-8
COc1ccc(CC(C)NCC(O)c2ccc(O)c(NC=O)c2)cc1 (stereo not drawn)	-3	/	/	5&3	1&-1	/	23&7	/	/
N#C/C(=C\c1ccc(F)c(F)c1)C(=O)NC1CCCCC1	0	0	5	-19	0	-6	21	0	1
CC(C)=CCc1c(O)cc2c(c1O)C(=O)CC(c1ccccc1)O2 (stereo not drawn)	1	-11	6	0	2	-2	42*	-6	-14
Cc1ccc(-c2cc(-c3c(C)nn(C)c(=O)c3N)[nH]n2)cc1	-3	-4	5	6	1	2	-7	-2	-16
CC1=C(C(=O)Nc2ccc(C)cc2C)C(c2cccc(Cl)c2)n2nc(C(=O)OC(C)C)nc2N1 (stereo not drawn)	-11	-2	-6	-4	1	-2	1	-5	-1
O=C(O)CCN(Cc1ccccc1)S(=O)(=O)c1ccc(Cl)cc1F	1	1	2	-21	0	-3	6	2	8
Cc1noc(C)c1C(=O)OCC(=O)Nc1ccccc1SCC#N	1	-18	-2	-18	44*	-4	6	0	-7
COc1ccc(CNC(=O)CN(Cc2ccccc2Cl)C(=O)c2csnn2)cc1	2	1	-1	-9	3	0	19	11	-12
COc1ccc(C(=O)NC2CCN(Cc3ccccc3)C2)cc1S(=O)(=O)N1CCOCC1 (stereo not drawn)	-6	-7	6	3	-3	-4	8	-2	-3
COc1ccccc1C(CCNS(=O)(=O)c1ccc(C)cc1)c1ccco1 (stereo not drawn)	0	-10	7	10	-1	-6	12	5	7
N=C1/C(=C\c2ccc(OC(=O)c3ccco3)cc2)C(=O)N=C2SC=NN12	0	/	/	-32	-78	/	26	/	/
O=C(Cn1cnc2ccccc2c1=O)NCC(=O)N1CCOCC1	-3	11	-1	-4	-8	-2	5	-1	8
C=CCNC(=O)CSc1nnc(-c2cccs2)o1	-5	2	-1	3	1	-2	18	-1	5
COC(=O)C1Cc2c([nH]c3ccccc23)C(C)N1 (stereo not drawn)	-4	4	6	1	-32	0	-23	9	6
O=S(=O)(c1cccs1)N1CN(C2CCCC2)c2nc3ccccc3nc21	3	-2	-4	-3	/	1	/	16	-13
Cc1ccc(CN2CCSc3ccc(C(=O)N4CCN(c5ncccn5)CC4)cc32)cc1	19	-1	-4	-5	0	-7	-371	32	-6
Cc1ccc(CN2CC(C(=O)Nc3ccc(F)c([N+](=O)[O-])c3)CC2=O)cc1 (stereo not drawn)	-10	-2	8	-3	1	-5	7	0	-9
COc1ccc(-n2ccnc2SCC(=O)Nc2ccc(OC)cc2OC)cc1	-4	6	-1	-25	2	-1	29	3	4
S=C(N/N=C1\C2CN3CCN(C2)CC1(c1ccccc1)C3)Nc1ccccc1	-7	0	2	13	1	0	14	14	11

Taken from above:
For PfG6PD inh, CCOc1ccc(N(C(C)C(=O)NN=C2CCCCCCC2)S(C)(=O)=O)cc1 (stereo not drawn) has the entry -21
For HKDC1 inh, COc1ccc(CC(C)NCC(O)c2ccc(O)c(NC=O)c2)cc1 (stereo not drawn) has the entry -3
For SENP7 block, O=S(=O)(c1cccs1)N1CN(C2CCCC2)c2nc3ccccc3nc21 has the entry -4
For UBC13 inh, COC(=O)C1Cc2c([nH]c3ccccc23)C(C)N1 (stereo not drawn) has the entry 9
For beta cell repl, COc1ccc(-n2ccnc2SCC(=O)Nc2ccc(OC)cc2OC)cc1 has the entry -1

An excerpt from above, limited to SENP6 block and beta cell repl.
structure	SENP6 block	beta cell repl
CC(C)=CCc1c(O)cc2c(c1O)C(=O)CC(c1ccccc1)O2 (stereo not drawn)	-14	-2
Cc1ccc(-c2cc(-c3c(C)nn(C)c(=O)c3N)[nH]n2)cc1	-16	2
CC1=C(C(=O)Nc2ccc(C)cc2C)C(c2cccc(Cl)c2)n2nc(C(=O)OC(C)C)nc2N1 (stereo not drawn)	-1	-2

New compounds follow
SMILES	HKDC1 inh	SENP8 block-1	SENP7 block	PfG6PD inh	SENP1 inh	beta cell repl	SENP8 block-2	UBC13 inh	SENP6 block
CS(=O)(=O)N(Cc1ccccc1)c1ccc(C(=O)NN=C2CCCCCC2)cc1	-10	-3	-1	15	2	0	2	-2	8
COc1ccc(CCN2C(=O)CC(C(N)=O)SC2=Nc2ccc(F)cc2)cc1OC (stereo not drawn)	1	9	2	4	0	0	14	6	-13
NNC(=O)c1cc(C2CC2)nc2ccc(Br)cc12	2	2	1	9	0	-2	11	-5	-1
NS(=O)(=O)c1ccc(-c2ccc(/C=N/NC(=O)c3ccc([N+](=O)[O-])cc3)o2)cc1	4	-3	-7	2	4	-3	17	-24	-3
Cc1cc(Br)c(OCc2ccc(C(=O)N/N=C/c3ccc[nH]3)cc2)c(Br)c1	-2	2	0	-7	-7	-8	-415	-8	-2
COc1ccc(C2C3=C(NCCN=C3c3ccccc3)C(=O)N2c2ccccc2)c(OC)c1 (stereo not drawn)	-6	-8	0	0	1	2	6	2	-13
CCc1nc2ccc(C(=O)N3CCN(c4cccc(Cl)c4)CC3)cc2nc1CC	1	-7	-3	5	0	-6	3	4	-2
Cc1cc(C)c(OCCN2CC(C)OC(C)C2)c(Br)c1 (stereo not drawn)	-1	1	-1	-3	0	-1	17	6	13
Cc1cnn(-c2cc(N/N=C/c3ccccc3)ncn2)c1	-11	-5	-11	6	3	-2	12	-18	-9
CCN(CC)C(=O)CSc1nnc(-c2cnccn2)n1-c1ccc(C)cc1	5	0	2	-1	1	1	12	8	-16
COc1cccc(-c2nnc(SCc3nc4ccccc4s3)n2C)c1	-4	-8	1	6	-19	-2	-7	-1	12
C=CCN1CN(S(=O)(=O)c2cccs2)c2nc3ccccc3nc21	-7	-2	-3	30	-16	-1	-195	6	-19
COC(=O)c1ccc(C)c(NC(=O)CSc2nc3[nH]c(=O)cc(O)c3s2)c1	-2	1	4	10	-6	-5	-8	-15	-15
CC(NC(=O)c1ccc(NC(=O)CC2SC(N3CCCC3)=NC2=O)cc1)c1ccc(F)cc1 (stereo not drawn)	0	-2	-9	-9	2	-5	20	-7	-15
COC(=O)c1ccccc1NC(=O)CSc1nc(Nc2ccccc2)nc(N2CCOCC2)n1	0	1	4	9	2	-6	11	1	-2
OC(COc1ccccc1)CN1CCN(C(c2ccccc2)c2ccccc2)CC1 (stereo not drawn)	-8	-1	5	10	1	-3	6	12	-10
O=C(NCc1csc(-c2cccs2)n1)c1ccsc1	-1	-13	-7	-8	1	0	-124	2	3
CN(CC(=O)Nc1cccc2ccccc12)c1ccc(S(=O)(=O)N2CCOCC2)cn1	-4	3	6	-13	3	-1	5	-4	7
O=C(O)CCc1ccc(-c2cccs2)n1-c1ccc(C(=O)O)cc1	-2	1	4	15	-66	-2	-102	-2	5
Cc1cc(C)c(S(=O)(=O)NCC23C=CC(O2)C2C(=O)N(c4ccccc4)C(=O)C23)c(C)c1 (stereo not drawn)	3	0	6	0	2	2	18	5	-19
COc1cc2c(cc1OC)C(c1ccc(C)cc1)NC(=O)C2 (stereo not drawn)	-4	7	7	-1	2	3	8	-7	-10
CCOC(=O)CC(=O)CSc1nc(-c2cccnc2)cc(C)c1C#N	9	-11	-12	13	17	-1	-62	-10	-18
Cc1noc(/C=C/N(C)C)c1S(=O)(=O)N1CCCC(C(=O)Nc2ccccc2F)C1 (stereo not drawn)	-1	-10	-10	-1	-1	-6	24	-10	-22
O=C(NCCOc1ccccc1F)c1cccc(S(=O)(=O)N2CCN(c3ccccc3)CC2)c1	1	-2	1	1	0	-5	1	-3	-4
O=C1c2ccccc2CN1C(CO)Cc1ccccc1 (stereo not drawn)	-11	1	5	7	1	3	11	3	-17

Reprinted from the part before: 4 compounds; new compounds follow.
SMILES	HKDC1 inh	SENP8 block-1	SENP7 block	PfG6PD inh	SENP1 inh	beta cell repl	SENP8 block-2	UBC13 inh	SENP6 block
CCOC(=O)CC(=O)CSc1nc(-c2cccnc2)cc(C)c1C#N	9	-11	-12	13	17	-1	-62	-10	-18
Cc1noc(/C=C/N(C)C)c1S(=O)(=O)N1CCCC(C(=O)Nc2ccccc2F)C1 (stereo not drawn)	-1	-10	-10	-1	-1	-6	24	-10	-22
O=C(NCCOc1ccccc1F)c1cccc(S(=O)(=O)N2CCN(c3ccccc3)CC2)c1	1	-2	1	1	0	-5	1	-3	-4
O=C1c2ccccc2CN1C(CO)Cc1ccccc1 (stereo not drawn)	-11	1	5	7	1	3	11	3	-17
O=C(CN(Cc1ccco1)C(=O)CCC(=O)Nc1ccccn1)NCc1ccccc1	-4	1	0	-1	3	0	6	-3	-11
COc1cccc(-c2csc(N3CCN(C(=S)Nc4ccccc4OC)CC3)n2)c1	-8	-13	-6	19	-2	0	-2	4	-8
OC(COc1ccc(CN2CCCCO2)cc1)CN1CCCCC1 (stereo not drawn)	1	-5	1	-14	-2	-1	-22	-3	-6
COc1ccccc1C(=O)C1CCCN(Cc2cccc(OCCO)c2)C1 (stereo not drawn)	2	4	-8	5	-2	-2	3	-2	10
COc1ccc(C2CC(c3ccccc3C)n3nc(N)nc3N2)cc1 (stereo not drawn)	-2	2	-4	-19	0	0	-25	6	2
O=C(NNC(=O)c1ccccc1[N+](=O)[O-])c1ccccc1[N+](=O)[O-]	-6	1	3	20	2	-2	5	-7	-15

No enrichment for hits; about 4% have a hit in one of these screens.
